# Bioassay records: PubChem BioAssay, National Center for Advancing Translational Sciences (NCATS)
# TDP1 inh: inhibitors of human tyrosyl-DNA phosphodiesterase TDP1; recombinant TDP1, AlphaScreen DNA substrate cleavage; Q9NUW8; Potency, µM (top dose mostly 130 µM), for the others: top-dose activity change, negative = inhibition, most hits filed as inhibitors; 0.28% of 350,000 active; also: nearly all actives have a fitted effect of over 40% in size
# Target sequence (Q9NUW8 whole entry, looked up): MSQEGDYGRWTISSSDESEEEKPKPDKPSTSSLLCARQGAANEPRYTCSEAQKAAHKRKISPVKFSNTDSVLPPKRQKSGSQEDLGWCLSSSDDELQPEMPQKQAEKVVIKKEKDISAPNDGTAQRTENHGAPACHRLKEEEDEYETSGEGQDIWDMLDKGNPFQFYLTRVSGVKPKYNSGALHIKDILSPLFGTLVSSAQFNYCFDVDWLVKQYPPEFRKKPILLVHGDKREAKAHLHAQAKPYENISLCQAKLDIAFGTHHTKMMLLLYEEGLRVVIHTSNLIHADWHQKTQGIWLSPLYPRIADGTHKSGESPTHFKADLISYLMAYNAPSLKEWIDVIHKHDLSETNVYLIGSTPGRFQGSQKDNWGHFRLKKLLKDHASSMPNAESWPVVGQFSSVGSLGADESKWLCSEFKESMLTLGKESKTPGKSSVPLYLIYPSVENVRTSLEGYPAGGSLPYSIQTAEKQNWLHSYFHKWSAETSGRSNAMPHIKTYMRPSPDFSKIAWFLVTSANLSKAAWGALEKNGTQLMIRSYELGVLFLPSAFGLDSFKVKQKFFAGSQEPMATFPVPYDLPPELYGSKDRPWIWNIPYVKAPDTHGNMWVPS
#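 Steps: enzyme plus compound, 15 min RT; add biotin/phosphotyrosine-FITC oligonucleotide (15 nM final), react 5 min; add donor/acceptor beads (10 ug/ml final), 10 min; read AlphaScreen. Tdp1 at 1 nM final.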
# N370S GC: inhibitors or activators of N370S glucocerebrosidase for Gaucher disease; Potency, µM (series often up to 59.4 µM), for inactives: at the highest dose activity change, negative = inhibition, hits mostly inhibitors; N370S GC spleen homogenate, 4MU-glucoside fluorescence; P04062; 0.092% of 330,000 active;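 also: 0% = full enzyme activity and -100% = no enzyme basal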
# DT40 TDP1 no CPT: qHTS for Inhibitors of human tyrosyl-DNA phosphodiesterase 1 (TDP1): qHTS in cells in absence of CPT. AID 686978, 2013. 15% of 420,000 active. Potency, µM (doses to about 46.2 µM), for inactives: at the top dose activity change, negative = growth inhibition, most hits filed as inhibitors. DT40 Tdp1-/- hTDP1 cells, no CPT, ATP luminescence, 48 h; also: nearly all actives have a fitted effect of over 55% in size
#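 Stably hTDP1-transfected Tdp1-null chicken DT40 cells were treated with library compounds minus camptothecin and grown for at least 48 hr at 37 °C, after which cellular ATP was quantified by luminescence.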
# Active calls of the source: *; ? = inconclusive; · = not tested or not shown; & = joins results of further samples; [ ] = remark or other dose. Calls follow the shape of the dose curve; as a rule, active = well fitted curve in the direction sought with a large enough effect; inconclusive = small, poorly fitted or top-dose-only effect, or another doubt; inactive = no such curve, though single readings can be large; an effect the other way counts as inactive or inconclusive. Unless noted, % is scaled to controls: 0 for no effect and ±100 for the full control effect; potency is read from the fitted curve at half-maximal effect. The list is partial; the hit share may differ from the screen's.
SMILES,TDP1 inh,N370S GC,DT40 TDP1 no CPT
CCCNC(=O)c1ccc(N2CCC3(CC2)CC(c2cccc(Br)c2)=NO3)c(NC(=O)c2ccc(Cl)c([N+](=O)[O-])c2)c1,-2%,-10%,-21%
O=C(NCC1(c2ccccc2)CCCC1)c1ccc(Br)cc1,-3%,12%,?
COc1ccc(C(=O)Nc2ccc(-c3nc4cc(C)ccc4o3)c(O)c2)cc1,4%[12.3 µM],·,-9%
CCOC(=O)C(Cc1ccccc1)C(=O)NCc1ccccc1 (configuration not stated),7%,3%,-4%
CCOc1ccc(-c2nc(CSCC(=O)N3CCN(C(=O)c4ccco4)CC3)c(C)o2)cc1,4%,3%,?
COCCN(Cc1nc2ccccc2c(=O)[nH]1)C(=O)COc1cccc(C(C)=O)c1,0%,·,-6%
Cn1c(=O)c2ncn(CC(=O)Nc3ccc(N4CCOCC4)cc3)c2n(C)c1=O,8%,-4%,-1%
O=[N+]([O-])c1cc2c(cc1/C=N/n1c(-c3ccccn3)n[nH]c1=S)OCO2,2%,3%,?
C[C@H](CO)N1C[C@H](C)[C@@H](CN(C)C(=O)Nc2ccc3c(c2)OCO3)Oc2c(NC(=O)Nc3ccccc3)cccc2C1=O,3%,·,?
C/C(=N\OCC(=O)Nc1ccccc1C(C)(C)C)c1ccc2c(c1)OCCO2,2%,-7%,?
Cn1cnnc1SCC(=O)Nc1ccc2nc(SCc3ccccc3)sc2c1,9%,19%,?
Cc1ccc2oc3c(c(=O)c2c1)C(c1ccccc1F)N(CCCN(C)C)C3=O (configuration not stated),-5%,·,-2%
CC1(C)Cc2nc3oc4c(NCCCN5CCOCC5)ncnc4c3cc2CO1,4%,15%,-13%
COc1ccc(C(=O)Nc2nc(CC(=O)NCc3ccc(F)cc3)cs2)cc1,9%,-2%,?
Cc1cc(C(C)(C)C)ccc1OCCCCN1CCCC1,-5%,-14%,?

# Reformatted tab-delimited: part of the list above
mol	TDP1 inh	N370S GC	DT40 TDP1 no CPT
O=[N+]([O-])c1cc2c(cc1/C=N/n1c(-c3ccccn3)n[nH]c1=S)OCO2	2%	3%	?
C[C@H](CO)N1C[C@H](C)[C@@H](CN(C)C(=O)Nc2ccc3c(c2)OCO3)Oc2c(NC(=O)Nc3ccccc3)cccc2C1=O	3%	·	?

# The main list resumes with the two entries that preceded the break.
SMILES,TDP1 inh,N370S GC,DT40 TDP1 no CPT
COc1ccc(C(=O)Nc2nc(CC(=O)NCc3ccc(F)cc3)cs2)cc1,9%,-2%,?
Cc1cc(C(C)(C)C)ccc1OCCCCN1CCCC1,-5%,-14%,?
COc1ccc(NC(=O)COc2ccccc2Cc2ccccc2)cc1S(N)(=O)=O,-8%,5%,15µM*
O=C(c1cccnc1)C1CCCN(Cc2nc(Cc3ccccc3)no2)C1 (configuration not stated),6%,3%,-28%
CCN1CCN(CC(O)COCCOc2ccc(Br)cc2)CC1 (configuration not stated),0%,-14%,-11%
CCCCN(C(=O)Nc1ccc(OCC)cc1)C1CCN(C(C)=O)CC1,2%&2%,8%,-12%&-8%
COc1ccc(CCN2CC(C(=O)NCc3ccco3)CC2=O)cc1OC (configuration not stated),·,-2%,-1%
COc1cc(NC(=O)c2ncn(-c3ccccc3)n2)cc(OC)c1,8%,·,?
Cc1cccc(Nc2nc(N)c([N+](=O)[O-])c(N3CCCC(C)C3)n2)c1 (configuration not stated),5%,22%,10µM*
Cc1nc(Nc2ccc(S(=O)(=O)N3CCCC3)cc2)c2nnn(Cc3ccccc3)c2n1,-3%,11%,?
Cc1cc(NC(=O)c2cccc(COc3ccc(Br)cc3)c2)no1,0%,11%,8%
Cc1ccc(S(=O)(=O)N=S(CCO)CCO)cc1,-5%,0%,-5%
Cc1ccccc1C1C=C(c2ccc(Cl)cc2)Nc2nnnn21 (configuration not stated),3%,·,?
CCCCCCCN1C(Nc2ccccc2)=NC[C@@H]1CC(C)C,·,4%,16µM*
O=C1NC2(CCCC2)Oc2ccccc21,5%,9%,5%
CCC(=O)N1CCCc2cc(S(=O)(=O)N3CCC(C(=O)Nc4ccc(F)c(F)c4)CC3)ccc21,5%,·,12µM*
CCC(=O)OCC(=O)Nc1cc(C)c(C)cc1[N+](=O)[O-],5%,-2%,6%

# Entries of single compounds, looked up by structure. Order of values: TDP1 inh | N370S GC | DT40 TDP1 no CPT
# Profile of COc1cc(NC(=O)c2ncn(-c3ccccc3)n2)cc(OC)c1 : 8% | · | ?
# Profile of CCCCN(C(=O)Nc1ccc(OCC)cc1)C1CCN(C(C)=O)CC1 : 2%&2% | 8% | -12%&-8%

# Later entries:
SMILES,TDP1 inh,N370S GC,DT40 TDP1 no CPT
COc1ccc(-c2cc3cc(F)ccc3cn2)cc1,0%,·,-24%
CCOC(=O)N1CCN(S(=O)(=O)N2CCCC(C(=O)NCc3cccc(OC)c3)C2)CC1 (configuration not stated),1%&5%,-17%,?
CC(C)CC(Nc1ncnc2scc(-c3ccccc3)c12)C(=O)O (configuration not stated),3%,-2%,-25%
COc1cccc(CNC(=O)CCCn2ncn3c(cc4occc43)c2=O)c1OC,8%,·,2%
O=C(CN(c1ccccc1)S(=O)(=O)c1ccccc1)Nc1ccc(F)cc1,·,3%,-26%
O=S(=O)(Nc1ncccn1)c1ccc(NC(=S)NCc2cccnc2)cc1,-2%,17%,4%
COc1ccc2oc3ccccc3c(=O)c2c1,6%,0%,9%
Cc1ccc(S(=O)(=O)/C(C#N)=C/c2c(N3CC(C)OC(C)C3)nc3ccccn3c2=O)cc1 (configuration not stated),8%,?,-19%
COc1ccccc1CCn1c(=O)cnc2cncnc21,·,3%,5.8µM*
CCOCC(=O)Nc1nnc(C2CCCCC2)s1,7%,6%,-7%
COc1ccc(Cl)cc1-n1c(N)c(C(N)=O)sc1=S,-5%,2%,21µM*
O=C(COc1ncnc2ccccc12)NCCc1ccccc1,4%,13%,-2%
Cc1ccc(C(=O)N2CCN(c3ccccn3)CC2)cc1,-3%,-13%,-19%
COC(=O)C1=C(NC(=O)c2cccc(OC)c2)CCS1,0%,4%,-14%
Brc1ccc(-c2nc(-c3ccccn3)no2)o1,5%,2%,?
COc1cc(Cl)ccc1OCc1cc(C(=O)N2CCN(c3ccccn3)CC2)no1,3%,-6%,-3%
COc1ccc2c(c1OC)C(=O)N1C2SC[C@H]1C(=O)NC1CC(C)(C)NC(C)(C)C1 (some centres not stated),-6%,-11%,-7%
COCCn1c(SC(C)C(=O)Nc2ccc(N3CCOCC3)cc2)nnc1-c1ccncc1 (configuration not stated),·,2%,8%
CCn1ncc(Br)c1C(=O)Nc1ccccc1C(F)(F)F,·,3%,4%
CC1(C)N=C(N)NC(Nc2ccc(Br)cc2)=N1,5%,3%,-2%
CC1(C)CC(=O)C=C(CN2C(=O)c3ccccc3C2=O)C1=O,0%,·,-3%
NNC(=O)C1CC(O)CN1S(=O)(=O)c1ccc(Cl)cc1 (configuration not stated),0%,-6%,12%
CC(=O)N1CCN(C(=S)c2ccc([N+](=O)[O-])cc2)CC1,1%,-2%,-17%
COC(=O)/C=C/C(=O)NCc1ccco1,5%,-2%,-6%
O=C(COC(=O)Cc1ccccc1[N+](=O)[O-])NCc1ccccc1Cl,2%,3%,12%
CCCC(C(=O)NCCC(C)C)N(Cc1ccc(OC)cc1)C(=O)c1snc(C(N)=O)c1N (configuration not stated),·,4%,?
CC1(C)CC(=O)C(CCC(=O)c2ccccc2)C(C)(C)N1 (configuration not stated),0%,2%,-6%
CC(=O)n1cc([C@H]2C=C(C(=O)NCc3ccccc3)O[C@@H](OCc3ccc(CO)cc3)C2)c2ccccc21,8%,6%,3.3µM*
CCN(CC(=O)Nc1ccc(S(N)(=O)=O)cc1)S(=O)(=O)c1cc(C)ccc1OC,-2%,2%,?
Cc1cc(C(=O)COC(=O)CC2Sc3ccccc3NC2=O)c(C)n1-c1ccc(Br)cc1 (configuration not stated),-2%,20%,-18%
COc1ccc2cc(C(=O)C3CCCN(C(=O)C4=NN(C)C(=O)CC4)C3)ccc2c1 (configuration not stated),4%,?,?
COc1ccc(-c2nc3n(c(=O)c2C#N)CCS3)c(OC)c1,·,1%,10%
COc1ccccc1NC(=O)CSCC(=O)N1c2ccccc2CCc2ccccc21,6%,12%,?
COc1ccc(CCNC(=O)COc2nncc3ccccc23)cc1,-5%,0%,20%
O=C(Oc1ccc2c(c1)OCO2)C12CC3CC(CC(C3)C1)C2,1%,3%,?
O=C(CSc1nc2ccccc2c(=O)n1CCC(=O)NC1CCCCC1)Nc1ccccc1Cl,5%,·,2%
COc1cc2c(cc1OC)CN(CCC(=O)c1ccc(Br)cc1)CC2,5%,-7%,1.6µM*
Cn1c(=O)n(CCN2CCOCC2)c(=O)c2c1nc1n2CCCN1c1ccccc1,0%,6%,·
COCCCNCCOCCOc1ccc(C)cc1[N+](=O)[O-],-8%,22%,-18%
Cc1ccc(NC(=O)Cn2nc(C(F)(F)F)c3c2CCC3)cc1C,-4%,·,?
CC(Nc1nc(N2CCN(CCO)CC2)nc2ccccc12)c1ccccc1 (configuration not stated),1%,-6%,?
Cc1cccc(C(=O)Nc2sc3c(c2C(=O)Nc2ccccc2)CCC3)c1,0%[12.3 µM],·,?
CN(Cc1ccccc1)C(=O)COC(=O)c1cc(=O)[nH]c2ccccc12,1%,·,3%
CC1CC(=O)C2=C(C1)Nc1ccccc1N=C2 (configuration not stated),7%,11%,-3%
COc1ccc(NS(=O)(=O)c2cccc(C(=O)N/N=C(\C)c3ccncc3)c2)cc1,0%,3%,-4%

# Nothing new here: an excerpt of the list.
SMILES,TDP1 inh,N370S GC,DT40 TDP1 no CPT
Cc1ccc(NC(=O)Cn2nc(C(F)(F)F)c3c2CCC3)cc1C,-4%,·,?
CC(Nc1nc(N2CCN(CCO)CC2)nc2ccccc12)c1ccccc1 (configuration not stated),1%,-6%,?
Cc1cccc(C(=O)Nc2sc3c(c2C(=O)Nc2ccccc2)CCC3)c1,0%[12.3 µM],·,?
CN(Cc1ccccc1)C(=O)COC(=O)c1cc(=O)[nH]c2ccccc12,1%,·,3%
CC1CC(=O)C2=C(C1)Nc1ccccc1N=C2 (configuration not stated),7%,11%,-3%

# New compounds follow
SMILES,TDP1 inh,N370S GC,DT40 TDP1 no CPT
CCOC(=O)Cc1nnc2c(Nc3ccccc3F)nc3nonc3n12,1%,1%,23µM*
C[N+]1(CC(=O)OCCCC2CCCCC2)CCCC1,5%,1%,21µM*
Cc1ccc(N2CCN(C(=S)Nc3ccccc3C)CC2)cc1,·,2%,0%
COc1ccccc1NCCC(=O)OCC(=O)NC1CCCC(C)C1C (configuration not stated),3%,-3%,9%
CSc1ccccc1NC(=O)c1ccc(N2CCCC2=O)cc1,1%,·,7%
Cc1c(C(=O)Nc2cccc(-c3nc4ccccc4s3)c2)oc2ccccc12,-5%,·,18µM*
CCN(C(=O)c1cc2c(=O)n3cccc(C)c3nc2s1)c1ccc(C)c(C)c1,-1%,·,?
COc1ccc(NC(=O)c2ccc3nc[nH]c3c2)cc1,·,2%,8%
